S aureus QS inh: S. aureus quorum sensing inhibitors, primary screen, RNAIII-GFP reporter, flow cytometry; inhibition, % at 2 µM; 24,000 compounds, 0.3% hits; S. aureus RN6390 RNAIII-GFP reporter, AIP-induced, flow cytometry 3 h; AID 527, 2006;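 active means share of bacteria positive for the green fluorescent reporter and its mean brightness both inhibited by 50% or more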;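 further: 0% = AIP-stimulated control and 100% = unstimulated bacteria without AIP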
S aureus QS inh GFP MFI %: recorded beside S aureus QS inh, whose call it bears; inhibition, %; measured here: inhibition of GFP MFI
The depositor's hits bear a star. This is a subset. The share of hits here may be higher or lower than overall.

SMILES	S aureus QS inh	S aureus QS inh GFP MFI %
O=C(O)c1cc(-c2ccccc2)c(N2CCOCC2)s1	-0.9	-63.5
CC(=O)Nc1ccccc1N(C)S(=O)(=O)c1ccc(C)cc1	-6.7	-13.5
CCN(CC)c1nc(-c2nn[nH]n2)nc(N(CC)CC)n1	-4.2	-9.7
N#Cc1nc(N2CCOCC2)nc(N2CCOCC2)n1	-2.6	-21.5
CCN1C(=O)CC(N2CCN(c3ccc(C(=O)c4ccncc4)cc3)CC2)C1=O (centres undefined)	-2.2	-2.6
COCCNS(=O)(=O)c1ccc2c(c1)oc(=O)c1cc(S(=O)(=O)NCCOC)ccc12	0.4	3.4
Cc1ccc(S(=O)(=O)N(C)CC(=O)NC2CC(C)(C)NC(C)(C)C2)cc1	-1.3	-5.5
CC(=O)c1cccc(-n2nnnc2SCC(=O)N2CCCC2)c1	0.5	-0.6
CCC(=O)N1CCc2cc(Br)cc(S(=O)(=O)N3CCCCCC3)c21	15.0	26.7
COC(=O)c1ccc(NC(=O)C2C3CCC(C3)C2C(=O)O)cc1 (centres undefined)	-0.3	10.6
O=C(Nc1cnn(Cc2ccc(F)cc2)c1)c1cc(-c2cccs2)on1	2.2	7.5
O=C(c1ccc(S(=O)(=O)N2CCOCC2)cc1)N(c1ccccc1)C1C=CS(=O)(=O)C1 (centres undefined)	0.0	12.7

One compound at a time (already shown). Order of values: S aureus QS inh	S aureus QS inh GFP MFI %
`COCCNS(=O)(=O)c1ccc2c(c1)oc(=O)c1cc(S(=O)(=O)NCCOC)ccc12` as listed: 0.4	3.4
`Cc1ccc(S(=O)(=O)N(C)CC(=O)NC2CC(C)(C)NC(C)(C)C2)cc1` as listed: -1.3	-5.5
`O=C(O)c1cc(-c2ccccc2)c(N2CCOCC2)s1` as listed: -0.9	-63.5
`COC(=O)c1ccc(NC(=O)C2C3CCC(C3)C2C(=O)O)cc1` (centres undefined) as listed: -0.3	10.6

Gathered by group: the entries above with a COOH group
SMILES	S aureus QS inh	S aureus QS inh GFP MFI %
O=C(O)c1cc(-c2ccccc2)c(N2CCOCC2)s1	-0.9	-63.5
COC(=O)c1ccc(NC(=O)C2C3CCC(C3)C2C(=O)O)cc1 (centres undefined)	-0.3	10.6

The list goes on:
SMILES	S aureus QS inh	S aureus QS inh GFP MFI %
Cc1csc(NC(=O)CN(C)S(=O)(=O)c2cccc3cccnc23)n1	-8.4	-15.4
CCCOc1ccc(N2C(=O)CC(NCCCN3CCC(C(N)=O)CC3)C2=O)cc1 (centres undefined)	-1.1	-44.7
CCN(CC)CCCNC(=O)C1c2ccccc2C(=O)N(C)C1c1ccc(OC)cc1 (centres undefined)	-0.5	-16.8
CCN1C(=O)c2ccccc2S(=O)c2ccc(C(=O)N3CCCC3)cc21 (centres undefined)	-10.9	-63.8
CCOc1ccc(S(=O)(=O)N(C)C)cc1-c1nc2c(C(C)(C)C)nn(C)c2c(=O)[nH]1	27.4	44.6
O=C(CCS(=O)(=O)c1ccc(Br)cc1)N1CCN(c2ccccc2F)CC1	-2.3	-13.6
CCOc1ccccc1NC(=O)C1CCCN1C(=O)OCc1ccccc1 (centres undefined)	-1.2	3.0
Cc1cccc(N(C)S(=O)(=O)c2ccc3[nH]c(=O)c(=O)[nH]c3c2)c1	-3.8	-18.4
Cc1ccc(-c2nnc3n2N=C(c2ccc(Br)cc2)CS3)cc1	-0.4	-1.6
CC(=O)Nc1ccc(NS(=O)(=O)C(F)(F)F)cc1	-1.3	-2.1
CCN(CCCNC(=O)CCNC(=O)Cn1ccc2ccccc2c1=O)c1ccccc1	4.1	23.8
CC(C)C(NC(=O)OC(C)(C)C)C(=O)N1CCCC1C(=O)NC(Cc1ccccc1)C(N)=O (centres undefined)	-5.6	-9.3

4 entries drawn at random from those above:
SMILES	S aureus QS inh	S aureus QS inh GFP MFI %
CCN1C(=O)c2ccccc2S(=O)c2ccc(C(=O)N3CCCC3)cc21 (centres undefined)	-10.9	-63.8
CC(=O)Nc1ccc(NS(=O)(=O)C(F)(F)F)cc1	-1.3	-2.1
CCN(CC)CCCNC(=O)C1c2ccccc2C(=O)N(C)C1c1ccc(OC)cc1 (centres undefined)	-0.5	-16.8
CCCOc1ccc(N2C(=O)CC(NCCCN3CCC(C(N)=O)CC3)C2=O)cc1 (centres undefined)	-1.1	-44.7

Additional entries follow:
SMILES	S aureus QS inh	S aureus QS inh GFP MFI %
CN(CCCNC(=O)C1CCC(=O)N1Cc1ccc(F)cc1)c1ccccc1 (centres undefined)	1.9	9.0
CCOC(=O)c1c(C)c(C(=O)N2CCCCCC2)c(C)n1C	-0.8	-5.3
Cn1c(SCc2ccccc2)nnc1C1CCCNC1 (centres undefined)	-0.1	-5.5
CCOC(=O)N1CCC(NC(=O)Cn2nc(Cc3ccncc3)c3ccccc3c2=O)CC1	44.4	45.3
O=C(Nc1ccn(Cc2ccc(F)cc2)n1)c1ccncc1	-0.4	-7.1
O=C(CN1CCN(C2CCCCC2)CC1)Nc1ccccc1-c1ccccc1	-0.4	-4.0
OC(COc1c(F)cc(Br)cc1F)CN1CCN(c2ccc(F)cc2)CC1 (centres undefined)	4.8	19.4
CCOC(=O)C1=C(C)N=c2s/c(=C\c3ccncc3)c(=O)n2C1c1ccc2c(c1)OCO2 (centres undefined)	-1.5	-8.0
Cc1cc(C)c(S(=O)(=O)NCc2cn3c(C)csc3n2)c(C)c1	4.1	31.8
O=C(NC1CCCC1)C1C2C=CC3(CN(Cc4cccs4)C(=O)C13)O2 (centres undefined)	1.0	2.4
Nc1nc(-c2ccccc2Br)cs1	-0.6	-5.2
CCN1CCN(C(=O)Cn2c(=O)sc3ccccc32)CC1	0.8	2.2
O=C(CN1CCN(Cc2ccc3c(c2)OCO3)CC1)Nc1ccc2c(c1)OCCO2	-1.0	2.5
CCC(=O)c1ccc(OCC(O)Cn2cnc3ccccc32)cc1 (centres undefined)	-2.5	-14.9
CC(=O)NC(C)c1nc2ccccc2n1C(C)C (centres undefined)	-0.5	1.6
COC(=O)c1c(C)[nH]c(C)c1-c1ccccc1Cl	-3.3	-12.7
COc1ccc(-c2nc(CSCC(=O)N3CCN(c4cccc(C)c4)C(C)C3)c(C)o2)cc1OC (centres undefined)	12.2	25.7
COc1cc2c(cc1OC)C(C(=O)O)C(c1cc(Br)c(O)c(OC)c1)N(C)C2=O (centres undefined)	-0.8	-98.5
CC(=O)c1nnn(-c2nc(N)nc(N(c3ccccc3)c3ccccc3)n2)c1C	0.3	8.4
Cc1cccn2c(=O)c3cc(C(=O)NC4CCCCC4)c(=N)n(CCN4CCOCC4)c3nc12	-2.3	-2.2
O=C(NCC1CCCO1)c1ccc2c(=O)n(CCc3ccccc3)c(=O)[nH]c2c1 (centres undefined)	0.8	2.0
CN(CCNC(=O)c1cc2c(=O)n(C)c3ccccc3c2n1C)Cc1ccccc1	-2.9	-15.4
C=CCOc1ccc(C2c3c(oc4ccccc4c3=O)C(=O)N2c2ccccn2)cc1OCC (centres undefined)	0.7	6.5
O=C(CN1CCN(S(=O)(=O)c2ccc(Br)cc2)CC1)Nc1ccc(F)cc1F	-2.2	-9.6
COCCN(CCOC)S(=O)(=O)c1ccc(C(=O)Nc2nc(C)c(C(C)=O)s2)cc1	-0.3	27.0
COc1ccccc1C1N(c2ccc(Cl)cc2)C(=O)C2CCCN21 (centres undefined)	-10.0	-9.8
CC(C)N(C(=O)N1CCC(c2nc(-c3ccncc3)no2)CC1)C(C)C	2.2	30.6
Cc1cc(C)nc(Sc2ccc3nnc(C(F)(F)C(F)(F)C(F)(F)F)n3n2)n1	-1.4	-22.1
CCSc1nc2c(c(=O)n(C)c(=O)n2C)n1Cc1ccc(Cl)cc1	-1.4	-9.0
COc1ccc(Cn2c(=O)[nH]c3cc(C(=O)NCCCN4CCCC4)ccc3c2=O)cc1	-0.2	33.8
O=C(N1CCOCC1)C12CC3CC(C1)CC(C(=O)N1CCOCC1)(C3)C2	-0.5	1.0
CCc1ccccc1N1CC23C=CC(O2)C(C(=O)O)C3C1=O (centres undefined)	0.8	4.8
O=C(NCC1CCCO1)C1CCN(S(=O)(=O)c2cccnc2)CC1 (centres undefined)	-5.5	-10.1
COCC(=O)OCn1nnc2ccccc2c1=O	1.7	1.8
Cc1nn(C)c(C)c1S(=O)(=O)N(CC(=O)NCc1ccco1)c1ccc(C(C)C)cc1	-11.8	-21.2
CC(C)CNC(=O)c1cccc(Cn2cc(Cl)cn2)c1	-0.9	-1.3
O=C(O)C1CCCCC1C(=O)NCCc1ccccc1 (centres undefined)	-0.2	-0.2
Cc1onc(-c2ccccc2)c1C(=O)Nc1ccnn1C1CCCCC1	-0.4	-22.1
CN=Cc1cc(-c2ccccc2)sc1O	0.0	15.2
COc1ccccc1CNC(=O)C1CCN(c2nc3ccccc3o2)CC1	0.0	20.1
CCCn1c(SCC(=O)Nc2nnc(-c3ccccc3)s2)nnc1-c1ccccn1	0.0	-15.0
COc1ccc(C2Sc3nncn3N2Cc2ccc(C#N)cc2)cc1 (centres undefined)	-3.6	9.1
COc1cccc(N2CCN(CC(=O)NCc3cccs3)CC2)c1	-0.4	-14.7
CCn1cc(C(=O)NCc2cccs2)c(=O)c2cc(S(=O)(=O)N3CCOCC3)ccc21	-2.1	-22.3
CC1CCN(S(=O)(=O)N2CCC(C(=O)N3CCC(N(C)CC4CCCO4)CC3)CC2)CC1 (centres undefined)	-7.4	-12.6
O=C(CN1C(=O)c2ccccc2S1(=O)=O)N1CCN(c2ccccc2)CC1	-2.0	-16.4
CCC(=O)N1CCc2cc(S(=O)(=O)NC(C(=O)Nc3cccc(C)n3)C(C)C)ccc21 (centres undefined)	-4.4	-14.8
CCCC(=O)Nc1ccc(OCC(O)CNC(C)C)c(C(C)=O)c1 (centres undefined)	-1.5	-21.3
CC1CC(=O)C2=C(C1)OC(N)=C(C#N)C2c1coc2ccccc2c1=O (centres undefined)	0.1	1.8
Cc1ccc(NC(=O)Cn2nnc(C(=O)NCc3ccccc3)c2N)cc1C	-0.1	-7.9
CCC(C)NC(=O)C1(C)CCC(=O)N1Cc1ccccc1OC (centres undefined)	-0.4	3.0
Cn1c(NCc2ccccc2Cl)nc2ccccc21	8.2	17.3
CCCCN(C)S(=O)(=O)c1ccc(C(=O)Nc2nnc(CSC)o2)cc1	12.6	16.7
CN(C)/C=N/c1c(C(=O)NCc2ccccc2)nnn1Cc1ccccc1	-1.9	-7.7
O=C(Nc1ccc2oc(Cc3ccc(Cl)cc3)nc2c1)c1cccnc1	-0.8	-7.4
CCc1c(C(=O)NC2CCCCC2)[nH]c(C)c1C(C)=O	-3.0	-20.9
CCOC(=O)N1CCN(C(c2cccc(OC)c2)c2sc3nc(C)nn3c2O)CC1 (centres undefined)	-1.2	-4.1
COc1ccc2ccccc2c1C1CC(=O)N2CN(C3CCCCC3)CSC2=C1C#N (centres undefined)	-2.4	-2.7
CCOC(=O)Cc1csc(NC(=O)CSc2nnc(C3CC3)n2C)n1	-7.8	-67.9
Cn1c(=O)[nH]c(=O)c2c1nc(NC1CCCCC1)n2CC(=O)NC1CCCCC1	0.1	2.8

(listing goes on)
SMILES	S aureus QS inh	S aureus QS inh GFP MFI %
COC(=O)CSc1nnc(CNC(=O)c2ccccc2OC)n1C	-1.9	12.4
Cn1c(=O)cc(SCC(=O)Nc2cccnc2)c2ccccc21	-2.5	-6.3
CCN1C(=O)CC(C(=O)Nc2ccc(F)cc2)SC1=Nc1ccc2c(c1)OCO2 (centres undefined)	2.0	23.8
CCN(CC)c1ccc(NC(=O)c2nc3nc(C)cc(C(F)F)n3n2)cc1	-0.6	1.4
CSc1nc(-c2ccccc2O)nc(-c2ccccc2O)n1	-3.0	-18.2
CCCCOc1ccc(C(=O)Nn2cnnc2)cc1	-0.1	24.1
Cc1cc(C)nc(N2CCC(C(=O)NCc3cccc(C(F)(F)F)c3)CC2)n1	0.1	33.1
CCOc1ccc(OCC)c(NC(=O)C2CCCN(S(=O)(=O)c3c(C)n[nH]c3C)C2)c1 (centres undefined)	-3.1	-8.6
CCOC(=O)Nc1c(C)n(C)n(-c2ccccc2)c1=O	-5.6	-10.5
CC1CN(Cc2nc3c(c(=O)[nH]c(=O)n3C)n2CCN2CCOCC2)CC(C)O1 (centres undefined)	-1.0	4.7
O=C(NCC(c1cccnc1)N1CCOCC1)Nc1ccccc1 (centres undefined)	-1.0	1.0
COc1ccc(C2CC(=O)c3cnc(NC(=O)c4ccccc4)nc3C2)cc1OC (centres undefined)	4.5	19.2
CCCC(=O)Nc1ccc(C(=O)O)cc1NC(=O)CCC	-0.9	-9.6
COCCOC(=O)C1=C(C)NC(=O)N(C(C)=O)C1c1ccc(Cl)cc1 (centres undefined)	-12.0	-17.6
CN(c1ccccc1C(=O)N1CCN(c2cccc(Cl)c2)CC1)S(C)(=O)=O	1.6	5.8
COCCNC(=O)c1noc2c1CCc1cc(OC)ccc1-2	-3.5	4.0
CC1CCN(CCn2c(=S)[nH]c3ncccc3c2=O)CC1	-0.1	1.3
CC(C)N(C(=O)COC(=O)c1ccc(O)cc1)C(C)C	0.9	9.0
COc1ccc(C2C(C#N)=C(C)NC3=C2C(=O)CC(C)(C)C3)c(OC)c1 (centres undefined)	-0.8	1.9
Cc1nc(C)c(C(=O)C2=C(O)C(=O)N(CCN3CCOCC3)C2c2cccnc2)s1 (centres undefined)	-1.2	0.2
COc1cc(CN(C)CCc2ccccn2)cc(OC)c1OC	0.8	20.2
CCOC(=O)c1csc(NC(=O)C2CCCCC2)n1	-0.5	6.7
Cc1c(C(=O)NCc2cccnc2)sc2ncn(CC(=O)N3CCCCC3C)c(=O)c12 (centres undefined)	-6.6	-15.9
COCCn1c(=O)[nH]c2cc(C(=O)NCCN3CCN(c4ccccc4F)CC3)ccc2c1=O	-5.6	-13.8
O=C(O)CN1CCN(Cc2ccccc2Cl)C1=O	2.2	6.5
N#Cc1cc2c(nc1SCC(=O)Nc1sc3c(c1C#N)CCC3)CCCCC2	21.4	39.0
COc1ccc(N(C)C(=O)CC2(CC(=O)O)CCCCC2)cc1	1.7	3.1
CC1CCN(C(C(=O)Nc2ccc(C(C)C)cc2)c2ccc3c(c2)OCO3)CC1 (centres undefined)	0.8	7.0
Cc1sc2c(c1C)C(=O)NC(c1cccc(O)c1)N2 (centres undefined)	0.2	0.4
Cc1ccc(Cl)cc1NC(=O)Cn1cc2c(n1)CCCC2	-1.9	-6.6
Cc1ccc(Cl)cc1-n1c(=O)cc(N2CCN(C(=O)c3ccco3)CC2)[nH]c1=O	1.0	16.5
